Compound activity as filed in PubChem BioAssay.
V-ATPase pH: yeast V-ATPase proton transport regulation by pHLuorin; S. cerevisiae, pHLuorin cytosolic pH fluorescence; response, % at 10 µM; actives 0.37% (n = 350,000); AID 504577; in the data active = response mostly above about 7.3%, no sharp cut-off; inactive = mostly below about 5.4%; also: actives read high; inactives centre near 0; some compounds called inactive have numbers as strong as hits; reference of the scale not given here
DSG3 Ab inh: inhibitors of pemphigus antibody binding to human desmoglein-3 | P32926 | DSG3-coupled beads, scFv-anti-DSG3-GFP binding, flow cytometry; active compounds read low | binding (percent of control), % at 10 µM | actives 0.48% (n = 310,000);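 active = binding more than 3 SD below its plate's average and above zero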;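 also: hits lower antibody fragment binding to DSG3; some compounds called inactive have numbers as strong as hits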
Keap1-Nrf2 PPI: Keap1-Nrf2 (human) interaction inhibition. Q14145. Keap1 Kelch-Nrf2 peptide fluorescence polarization, 1536-well. inhibition, % at 9.4 µM. actives 0.15% (n = 340,000); in the data active = inhibition above about 12%;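 also: human Keap1 Kelch domain with fluorescein labeled Nrf2 9mer peptide probe; 0% = neutral control wells and 100% = peptide positive control; higher means more block of Keap1 binding to Nrf2 peptide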
Target sequence (Q14145 whole entry, looked up, the tested form may be a part): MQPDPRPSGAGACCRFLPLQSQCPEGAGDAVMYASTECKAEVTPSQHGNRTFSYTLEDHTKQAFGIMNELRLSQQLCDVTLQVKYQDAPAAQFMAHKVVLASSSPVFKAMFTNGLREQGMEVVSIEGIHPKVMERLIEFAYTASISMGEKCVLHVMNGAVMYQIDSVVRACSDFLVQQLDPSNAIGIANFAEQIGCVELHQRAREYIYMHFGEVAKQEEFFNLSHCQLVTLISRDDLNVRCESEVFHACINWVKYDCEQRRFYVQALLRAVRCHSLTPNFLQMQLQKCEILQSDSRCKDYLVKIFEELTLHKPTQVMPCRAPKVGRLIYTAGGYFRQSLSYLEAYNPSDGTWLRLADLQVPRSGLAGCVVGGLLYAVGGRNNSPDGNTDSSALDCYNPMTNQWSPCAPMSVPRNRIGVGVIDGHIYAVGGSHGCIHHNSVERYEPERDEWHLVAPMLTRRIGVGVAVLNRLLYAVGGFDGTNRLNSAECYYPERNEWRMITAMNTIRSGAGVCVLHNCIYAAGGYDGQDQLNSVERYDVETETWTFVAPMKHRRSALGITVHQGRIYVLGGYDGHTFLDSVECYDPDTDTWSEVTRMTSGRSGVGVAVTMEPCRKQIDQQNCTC
DAGLB inh: diacylglycerol lipase beta (human) inhibition | Q8NCG7 | HEK293T DAGLB membrane lysate, EnzChek fluorogenic substrate | inhibition, % at 5.17 µM | actives 0.059% (n = 340,000); in the data active = inhibition above about 34%;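 also: 0% = enzyme with vehicle and 100% = wells lacking enzyme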
NSD2 HMT inh: blocks human histone methyltransferase NSD2. NSD2 peptide methylation, AlphaScreen, 120 min. O96028. actives 0.54% (n = 310,000). inhibition, % at 12.5 µM. AID 743445; in the data active = inhibition above about 50%
LANA DNA inh: inhibitors of KSHV LANA C-terminal domain DNA binding; MBP-C-LANA/FAM-LBS DNA binding, fluorescence polarization; inhibition, % at 9 µM; actives 0.078% (n = 340,000); AID 504423;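 active = highest replicate inhibition at or above 60% at 9 µM, even if other replicates fall short; inactive = all replicates below 60% inhibition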;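 also: 0% = neutral control wells and 100% = 4 µM acridine orange control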
CAL PDZ FP-1: blocks peptide binding to the human CAL PDZ domain; Q9HD26; inhibition, % at 24.9 µM; AID 602252; actives 0.92% (n = 300,000); purified CAL PDZ, TMR-peptide fluorescence polarization, 1 h;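 active = mean inhibition of at least 30% with at least half of replicates also reaching 30%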;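 also: 0% = DMSO neutral control and 100% = excess unlabeled competitor peptide PRC23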
CAL PDZ FP-2: human CAL PDZ-peptide interaction inhibition. actives 0.02% (n = 330,000). AID 504414. inhibition, % at 20 µM. Q9HD26. purified CAL PDZ, TMR-peptide fluorescence polarization, 1 h;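 active = highest replicate inhibition of at least 40%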;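 also: plate controls were DMSO neutral control wells for no effect and unlabeled competitor peptide control wells for full effect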
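System: purified tagged CAL PDZ domain construct (CerCALP). Schedule: 1 h incubation at room temperature before polarization reading. Medium: 25 mM sodium phosphate pH 7.4, 150 mM NaCl, TCEP, IgG, Thesit. Read-out: percent inhibition from loss of millipolarization. Measured by: FP readout, S and P plane fluorescence. Probe or stimulus: fluorescent TMR peptide probe.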
Cardiac RTF inh: cardiac RTF calcium desensitization. IANBD-labeled cardiac RTF, Ca2+ fluorescence. inhibition, % at 7.15 µM. actives 0.12% (n = 340,000). AID 493244;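 active = inhibition above the mean inhibition of all tested compounds plus 3 SD, cut at about 17% in these data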;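 also: assay run at fixed EC70 calcium of 1.6 mM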
Arrestin-AP2 inh: blocks beta-arrestin peptide binding to AP2 adaptin. inhibition, % at 10 µM. FITC-arrestin peptide / GST-AP2 beads, flow cytometry; AP2 beta2 appendage carries R879A mutation. AID 504490. actives 0.31% (n = 340,000);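 active = inhibition above a set limit, near 3 SD of compounds lacking own fluorescence, cut at about 54% in these data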;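 also: plate controls were DMSO wells for no effect and 5 µM unlabelled arrestin peptide for full effect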
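System: GST-AP2 R879A bound to glutathione beads, E. coli-expressed. Also added: 50 nM FITC-arrestin peptide. Schedule: compound with beads 12 min RT, then probe 1 h RT. Signal: bead flow cytometry, FITC channel. Read-out basis: percent response.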
Numbers without * were called inactive; x = no result given. Not all compounds are listed, so the mix of outcomes need not match the whole.

Sample of the layout (three entries):
SMILES	V-ATPase pH	DSG3 Ab inh	Keap1-Nrf2 PPI	DAGLB inh	NSD2 HMT inh	LANA DNA inh	CAL PDZ FP-1	CAL PDZ FP-2	Cardiac RTF inh	Arrestin-AP2 inh
O=C(COc1ccc(Cl)cc1)Nc1nnc(-c2ccc3c(c2)CCCC3)o1	-4	97	4	2	x	0.0	x	2.4	2	-2
CCOc1ccc(OCCC(=O)OCC(=O)NC2CCCC2)cc1	0	x	2	-2	22	-1.3	-3	-0.5	-6	-12
CCn1c(CCCNC(=O)c2ccc(F)cc2)nc2ccccc21	4	79	0	0	x	1.4	x	0.5	-1	2

Main list (from the top)
SMILES	V-ATPase pH	DSG3 Ab inh	Keap1-Nrf2 PPI	DAGLB inh	NSD2 HMT inh	LANA DNA inh	CAL PDZ FP-1	CAL PDZ FP-2	Cardiac RTF inh	Arrestin-AP2 inh
O=C(COc1ccc(Cl)cc1)Nc1nnc(-c2ccc3c(c2)CCCC3)o1	-4	97	4	2	x	0.0	x	2.4	2	-2
CCOc1ccc(OCCC(=O)OCC(=O)NC2CCCC2)cc1	0	x	2	-2	22	-1.3	-3	-0.5	-6	-12
CCn1c(CCCNC(=O)c2ccc(F)cc2)nc2ccccc21	4	79	0	0	x	1.4	x	0.5	-1	2
CCC(C)(C)NC(=O)C(c1ccc(OC)cc1)N(C(=O)CCC(=O)Nc1cc(C)on1)C1CC1 (stereo not given)	2	95	-4	-2	0	0.8	6	-1.8	11	25
COC(=O)c1ccccc1NC(=O)CN1C(=O)NC2(CCCCCCC2)C1=O	0	x	-1	0	0	-1.4	x	-3.7	-12	0
CN(C)C(=O)CCSc1nnc(-c2ccco2)o1	-2	106	-4	2	-3	-1.5	x	-0.3	5	-14
COC(=O)C1Cc2c([nH]c3ccccc23)C(C(C)C)N1 (stereo not given)	1	94	1	-3	2	0.0	-3	-3.4	-12	10
O=C(O)c1ccccc1C(=O)NC1CCCc2ccccc21 (stereo not given)	0	98	-3	0	-4	-0.6	x	0.5	-5	-8
CCNC(=O)c1nc[nH]c1C(=O)NCC	2	110	-3	-2	-1	-1.0	-2	1.5	2	15
CCOCCCNC(=O)/C(C#N)=C/c1ccc(C)o1	2	100	-4	3	-1	2.0	x	0.3	-5	-1
COc1ccc(CCNC(=O)/C=C/c2cc(OC)c(OC)c(OC)c2)cc1OC	4	102	-5	-5	0	-1.0	-1	-3.0	-4	2
CC(=O)NC(Cc1cnc[nH]1)C(=O)O (stereo not given)	-1	95	-6	0	-2	-1.7	-4	-3.5	-2	-8
COc1ccc(Cl)cc1N(CC(=O)NC(C(C)C)C(C)C)S(C)(=O)=O	0	83	0	-2	-1	-1.1	0	-2.0	4	-8
CC(C)CC(=O)c1c[nH]c(C(=O)NCc2ccc(F)cc2)c1	-1	95	-5	3	0	-3.4	16	0.5	-5	-3
COc1ccccc1NC(=O)CC1S/C(=N/N=C(\C)C2CCCCC2)NC1=O (stereo not given)	-1	107	2	-1	2	0.3	x	-0.9	-1	15
CC1CCN(C(=O)C2CCCN(c3ncnc4c3nc3n4CCCCC3)C2)CC1 (stereo not given)	-1	x	3	0	0	0.3	-1	-2.1	-8	15
O=C1/C(=C/c2ccncc2)CCC/C1=C\c1ccncc1	7	101	-7	-23	x	-1.5	1	17	1	-5
Nc1nnnn1CC(=O)N/N=C/c1ccc(-c2cccc(Cl)c2)o1	-1	88	-1	9	1	1.3	-1	-3.3	-9	-6
CN(C)c1nc(-c2ccccc2)c2cnn(Cc3ccccc3)c2n1	2	100	0	-15	-17	1.6	-5	-1.1	-7	-14
CCOC(=O)C1(Cc2cccc(OC)c2)CCN(Cc2csc(C(C)=O)c2)CC1	0	106	-5	-4	1	-0.6	x	-0.8	-1	8
CC(CCc1ccccc1)NC(=O)COC(=O)C(CCC(N)=O)NC(=O)c1ccc(F)cc1 (stereo not given)	2	115	7	-1	1	-6.5	-4	0.0	-3	-15
C/C(CC(=O)Nc1ccc2ccccc2c1)=N\NC(=O)c1ccc(O)c(O)c1	0	107	0	8	111*	11	-2	-2.2	4	-2
CCNC(=O)Nc1nc2ccccc2s1	-1	92	-3	-1	-1	0.3	-5	-1.5	-12	10
COc1ccc(OC)c(NC=C2C(=O)OC(C)(C)OC2=O)c1	1	101	-3	0	-4	1.4	2	-0.8	3	2
CCOc1ccccc1NC(=O)/C(C#N)=C/c1cccnc1	0	100	-5	3	2	-0.5	4	-0.6	6	-10
COC(=O)c1ccc(-c2nc3cc(N)ccc3o2)cc1	-2	102	3	1	1	-0.7	-3	-0.5	-2	1
O=C1NC(=S)N/C1=C/c1cccc([N+](=O)[O-])c1O	4	102	5	4	8	-2.4	x	-0.6	-1	12
O=C(CCc1nc2sc3c(c2c(=O)[nH]1)CCCC3)Nc1ccccc1Cl	-3	95	-6	3	1	-0.2	x	-0.1	-4	2
CC(Sc1ccccn1)C(=O)Nc1ccccc1 (stereo not given)	2	103	-2	-1	-2	-1.4	x	-1.7	-8	3
Oc1cccc(Nc2ncnc3c2oc2ccccc23)c1	-1	93	-5	-1	14	0.5	-3	-2.6	-8	-1
O=C(C1=C[C@@H](C2CCCCC2)C[C@@H](OCc2ccc(CO)cc2)O1)N1CCN(Cc2ccc3c(c2)OCO3)CC1	0	102	3	-5	x	1.6	1	-0.5	-2	-8
COc1ccc(/C=C2\SC(=O)N(CC(=O)NCCC(C)C)C2=O)cc1OC	-2	112	0	-7	7	-0.5	x	0.6	1	9
CCc1cccc(NC(=O)NC(=O)Cn2nnc(C(=O)OC)c2C(=O)OC)c1	0	98	0	2	-2	-2.4	-5	-1.4	-12	-4
CCOC(=O)C[C@H]1c2ccc(C(F)(F)F)cc2S(=O)(=O)N1C(C)(C)C	0	102	-1	2	x	-2.8	0	1.4	10	0
O=C(CCN1C(=O)[C@@H]2Cc3ccccc3CN2C1=O)NCc1ccc(Cl)cc1	0	78	-1	1	8	1.2	4	-0.4	-7	-5
COc1ccc(-c2noc(CCC(=O)NC3CCCC3)n2)cc1	1	101	-1	0	0	-0.1	x	0.1	1	5
COc1ccc(C(NC(=O)c2ccc(F)cc2)c2ccccc2)cc1 (stereo not given)	-2	91	-3	-4	-4	1.6	0	-0.7	1	17
S=C(NCc1ccco1)Nc1cc(-c2ccccc2)[nH]n1	1	119	-5	-2	1	0.7	-3	-3.9	-14	-10
CCCCOc1ccc(S(=O)(=O)N2CCN(c3ccc(N4CCN(CC)CC4)nn3)CC2)cc1	2	97	-6	1	1	-0.4	-2	-1.5	-15	4
COc1ccc(-c2nc(C(N)=O)c3[nH]c(=O)n(-c4cccc(C)c4)c3n2)c(OC)c1	2	100	-4	0	x	-1.5	x	-7.5	-2	19
COc1ccc(C(=O)N2N=C(c3ccccc3)CC2(O)C(F)(F)F)cc1 (stereo not given)	4	108	0	-7	2	-1.0	x	-1.3	-7	38
CC1(C)C(=O)N(c2ccccc2Cl)C(=O)c2ccccc21	3	x	-1	-5	x	-0.6	-1	-2.3	3	17
C=C(C)CNC(=S)Nc1cccc(S(=O)(=O)NC2=NCCC2)c1	-1	94	-2	2	-5	-0.2	1	-0.1	-4	31
CC(NC(=O)c1cc(COc2ccc3ncccc3c2)on1)c1ccc(F)cc1 (stereo not given)	-1	99	-2	4	-3	-0.7	-2	-2.1	-5	16
COC(=O)c1cc(OC)c(OC)cc1NC(=O)CCN1C(=O)C2CCCCC2C1=O (stereo not given)	0	102	x	1	-1	x	x	x	x	x
N#CC1(NC(=O)Cn2ncc(Cl)c(Cl)c2=O)CCCCC1	-1	103	1	2	-1	-0.6	-1	-2.7	-21	29
Cc1ccccc1CNC(=O)Nc1cccs1	7	99	-8	3	-7	1.2	-1	-1.5	5	1
COC(=O)c1ccc(NC(=O)CSc2nn3c(=O)c(C)nnc3s2)cc1	3	x	-3	0	2	0.9	-4	-1.5	5	14
CCOC(=O)c1c(NC(=S)N2CCCCC2)sc2c1CCN(C(=O)OCC)C2	0	99	x	x	0	x	x	x	x	7
NC(=O)c1c(NC(=O)Cn2cc([N+](=O)[O-])cn2)sc2c1CCCC2	11	111	-2	3	-2	-0.5	-2	-1.9	-10	-4

Other entries follow:
SMILES	V-ATPase pH	DSG3 Ab inh	Keap1-Nrf2 PPI	DAGLB inh	NSD2 HMT inh	LANA DNA inh	CAL PDZ FP-1	CAL PDZ FP-2	Cardiac RTF inh	Arrestin-AP2 inh
O=C(COC(=O)C1CCCC1)NCc1ccc(Cl)cc1	0	96	-1	-1	-7	0.4	x	0.0	-4	-15
CN(C)C=Nc1nonc1N	6	106	2	1	0	-1.9	x	-1.3	-7	-17
N#Cc1cc2ccccc2n2nnnc12	-1	97	1	0	-10	-0.3	-8	-2.8	-16	-2
CC(=O)OC(C(=O)Nc1ccccc1)C(C)S(=O)(=O)c1ccccc1 (stereo not given)	2	97	-4	-2	-4	-0.8	0	-3.9	-5	13
N#Cc1c2n(c(=S)n(-c3ccccn3)c1=O)CCCCC2	-5	102	-4	0	0	-0.3	1	-0.8	6	6
O=C(CNC(=O)Cc1ccc(Cl)cc1)NCc1ccco1	-5	107	-1	1	-1	-0.7	0	0.0	-16	-7
CC1=NNC(=O)C1CCC(=O)N/N=C/C=C/c1ccccc1 (stereo not given)	0	104	-5	-2	-3	0.9	-7	0.4	-4	x
Cc1ccc(N2C(=O)C3C(c4ccccc4)N4CCCN4C3(C)C2=O)cc1 (stereo not given)	1	127	-1	-2	0	0.5	0	-3.7	8	9
CCCSc1nc(C)cc(=O)[nH]1	0	101	-6	-2	-1	-0.5	-4	x	-7	8
Cn1c2c(c(=O)n1-c1ccccc1)CSCC2	8	x	-9	-5	-3	0.9	0	-0.3	-2	-5
CCn1c(SCC(=O)c2ccc(OC)cc2)nnc1C1CC1	-1	x	-2	-1	9	-3.1	-10	-0.3	3	24
CC(C)n1cnc2c(Nc3ccc(C(=O)O)cc3)nc(Cl)nc21	-4	103	-5	3	x	0.7	1	1.3	-7	-6
CCc1cc(C(=O)OC)c(NC(=O)CC2Sc3ccc(C(F)(F)F)cc3NC2=O)s1 (stereo not given)	-4	121	0	-2	-2	-0.8	-3	-0.9	-6	-13
Cn1nc(C(C)(C)C)cc1C(=O)NNC(=O)c1ccc(C(F)(F)F)cc1	-8	104	-1	-1	-2	1.5	-5	-1.3	1	-20
Cc1sc2nc3c4ccccc4c(NCc4ccco4)nn3c(=O)c2c1C	-7	90	-2	1	0	-0.4	-4	0.3	-4	6
Cc1ccc(NC(=O)CSc2nnc(NC3CC3)s2)cc1S(=O)(=O)N1CCOCC1	1	101	x	1	4	x	x	x	x	x
CN1CCN(C2CCN(c3ccc(Nc4nnc(Cl)c(Nc5ccccc5S(C)(=O)=O)n4)c(OC(CF)CF)c3)CC2)CC1	-3	93	-2	-1	x	-1.2	-1	-0.1	1	11
